EPAC1 antagonist: blocks human EPAC1 exchange factor; Potency, µM (titrated, usually from 115 µM), without a hit: at the top dose activity change, negative = inhibition, most hits filed as inhibitors; EPAC1 GEF assay, Rap1b-BODIPY-GDP exchange fluorescence; 360,000 tested, 0.14% active; AID 720709;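 further: potency means the concentration at half of the fitted maximal effect; plate controls were vehicle for no effect and positive control for full effect; nearly all actives have a fitted effect of over 50% in size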
PI5P4K alpha inh: blocks human PI5P4K alpha kinase activity | 330,000 tested, 1.2% active | PI5P4Kalpha enzyme, ADP-Glo luminescence, 60 min; active compounds read low | P48426 | max response, % | AID 652105; active means max response of -50% or lower; inconclusive means between -30% and -50%; inactive means -30% or higher; further: value at the top dose of about 77 µM; on the % scale 0 is the no-effect control and ±100 the full control effect
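Enzyme plus substrate dispensed, test compounds pinned in, then ATP (5 microM final) added. After 60 min at RT, ADP-Glo reagent 1 for 45 min and reagent 2 for 30 min preceded luminescence imaging.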
IL-2 act: activators of IL-2 | activation, % (series mostly up to about 46 µM) | IL-2 activation reporter assay, cell-based qHTS; stimulated with anti-CD3/CD4/CD28 beads; in transgenic mouse T cells | 360,000 tested, 0.065% active; in the data active means activation above about 50%; inconclusive means mostly about 30% to 49%; further: 0% is about no effect
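Unstimulated transgenic mouse T cells; 60-min compound exposure; bead-based TCR/CD4/CD28 stimulation; 18 h culture, 37 degrees C; dual fluorescence (EGFP, DsRed) plate cytometry.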
EPAC2 agonist: activates human EPAC2 exchange factor | Q8WZA2 | EPAC2 activation, biochemical qHTS; response scale: 100% = 6.5 mM cAMP response | Potency, µM (top dose mostly 154 µM), without a hit: at the highest dose activation, actives largely listed as activators | 360,000 tested, 0.079% active | AID 720711; further: potency means the concentration at half of the fitted maximal effect; nearly all actives have a fitted effect of over 50% in size
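Exchange assay: 100 nM EPAC2 with 250 nM Rap1B-BODIPY-GDP and 50 uM GDP. Fluorescence (ex 480/em 540 nm) read every 5 min for 30 min at room temperature. Data normalized to 6.5 mM cAMP as agonist control.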
CCT chaperon mod: changes cytosolic chaperonin activity; purified chaperonin ATPase assay, HTRF ADP detection, 30 min; activity change, % (test concentration not listed), hits read low; 360,000 tested, 0.3% active; in the data active means activity change below about -30%; further: on the % scale 0 is the no-effect control and ±100 the full control effect
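ATPase activity: ADP formed was measured by HTRF Transcreener (665/615 nm ratio) after 30 min at 37 deg C with 10 uM ATP. Compounds screened at one 76 uM concentration against 40 or 20 nM TRiC in Tris pH 7.4/KCl/MgCl2/DTT buffer.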
PLK1 PBD inh: inhibitors of human PLK1 polo-box domain binding; P53350; Plk1 PBD binding of FITC phosphopeptide, fluorescence polarization; Potency, µM, inactives show max response, negative = inhibition, actives largely listed as inhibitors; 360,000 tested, 2.8% active; AID 720504; further: potency means the concentration at half of the fitted maximal effect; series mostly up to about 57 µM; on the % scale 0 is the no-effect control and ±100 the full control effect; nearly all actives have a fitted effect of over 65% in size
EPAC1 agonist: EPAC1 (human) agonism; EPAC1 agonist qHTS, biochemical assay; response scale: 100% = response to 6.5 mM cAMP; Potency, µM (highest dose often 154 µM), inactives show at the top dose activation, hits mostly activators; 360,000 tested, 0.073% active; AID 720707; O95398; further: potency means the concentration at half of the fitted maximal effect; nearly all actives have a fitted effect of over 60% in size
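Normalized to 6.5 mM cAMP, activity reflects EPAC1-catalysed release of BODIPY-GDP from Rap1B, followed kinetically over 30 min at 480 nm excitation, 540 nm emission. Reaction contained 100 nM EPAC1, 250 nM Rap1B-BODIPY-GDP, 50 uM GDP.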
WRN helicase inh: blocks human WRN helicase; Q14191; Potency, µM (doses to about 114 µM), inactives show top-dose activity change, negative = inhibition, most hits filed as inhibitors; AID 651768; 360,000 tested, 0.46% active; WRN helicase unwinding, fluorescent forked duplex, kinetic; further: potency means the concentration at half of the fitted maximal effect; on the % scale 0 is the no-effect control and ±100 the full control effect; nearly all actives have a fitted effect of over 55% in size
Target sequence (Q14191 whole entry, looked up): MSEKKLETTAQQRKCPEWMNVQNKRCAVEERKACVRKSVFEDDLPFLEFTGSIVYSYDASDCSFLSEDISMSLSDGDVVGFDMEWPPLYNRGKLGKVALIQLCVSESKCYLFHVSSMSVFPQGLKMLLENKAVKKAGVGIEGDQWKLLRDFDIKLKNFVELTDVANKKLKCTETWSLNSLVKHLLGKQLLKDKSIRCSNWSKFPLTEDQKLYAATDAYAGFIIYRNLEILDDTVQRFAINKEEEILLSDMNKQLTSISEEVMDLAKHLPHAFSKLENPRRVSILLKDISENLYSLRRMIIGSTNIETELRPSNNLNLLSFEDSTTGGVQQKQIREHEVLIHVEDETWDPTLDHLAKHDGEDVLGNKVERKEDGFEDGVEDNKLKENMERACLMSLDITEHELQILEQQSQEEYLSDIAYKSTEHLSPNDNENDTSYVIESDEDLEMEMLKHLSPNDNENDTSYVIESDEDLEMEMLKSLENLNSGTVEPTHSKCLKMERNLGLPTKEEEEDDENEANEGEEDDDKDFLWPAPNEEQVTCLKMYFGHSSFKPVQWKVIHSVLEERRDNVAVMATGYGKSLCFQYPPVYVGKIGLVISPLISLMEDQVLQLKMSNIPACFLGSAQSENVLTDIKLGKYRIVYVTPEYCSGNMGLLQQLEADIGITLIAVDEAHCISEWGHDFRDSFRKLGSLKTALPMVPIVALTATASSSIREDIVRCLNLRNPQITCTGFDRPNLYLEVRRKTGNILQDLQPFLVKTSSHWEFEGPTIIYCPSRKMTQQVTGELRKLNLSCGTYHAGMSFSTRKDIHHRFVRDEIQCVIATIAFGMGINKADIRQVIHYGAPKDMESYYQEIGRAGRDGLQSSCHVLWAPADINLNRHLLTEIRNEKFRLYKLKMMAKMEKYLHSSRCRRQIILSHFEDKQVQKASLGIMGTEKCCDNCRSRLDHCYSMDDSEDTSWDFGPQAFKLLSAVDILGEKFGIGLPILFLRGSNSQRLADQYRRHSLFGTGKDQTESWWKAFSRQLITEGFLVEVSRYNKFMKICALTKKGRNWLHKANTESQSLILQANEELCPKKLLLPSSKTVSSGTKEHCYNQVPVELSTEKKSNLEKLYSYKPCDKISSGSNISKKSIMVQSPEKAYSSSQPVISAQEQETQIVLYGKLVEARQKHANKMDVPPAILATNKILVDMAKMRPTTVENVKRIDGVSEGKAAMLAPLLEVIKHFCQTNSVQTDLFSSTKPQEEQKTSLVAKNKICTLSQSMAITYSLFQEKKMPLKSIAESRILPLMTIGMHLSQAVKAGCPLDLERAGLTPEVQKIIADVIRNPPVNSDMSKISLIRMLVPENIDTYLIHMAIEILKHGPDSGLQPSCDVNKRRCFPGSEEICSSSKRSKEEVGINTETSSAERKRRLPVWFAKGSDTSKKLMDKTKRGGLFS
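WRN at 20 nM final was preincubated with compound for 15 min at room temperature; reaction started with 100 nM forked duplex oligonucleotide carrying fluorophore and quencher plus 2 mM ATP (final). Unwinding followed kinetically by red fluorescence (ex 525/em 598 nm).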
* = called active by the depositor; u = inconclusive; x = no result given; [ ] = remark or other dose. Unless noted, the call rests on the fitted dose curve; in most records, active means well fitted curve in the direction sought with a large enough effect; inconclusive means small, poorly fitted or top-dose-only effect, or another doubt; inactive means no such curve, though single readings can be large; an effect the other way counts as inactive or inconclusive. This is a subset (hit frequency here may not be typical).

SMILES | EPAC1 antagonist | PI5P4K alpha inh | IL-2 act | EPAC2 agonist | CCT chaperon mod | PLK1 PBD inh | EPAC1 agonist | WRN helicase inh
CC1Cc2cc(S(=O)(=O)N3CCC(C(=O)N4CCN(c5ccccc5F)CC4)CC3)ccc2N1C(=O)C1CC1 (centres undefined) | -3.9% | 10.0 | -4.3 | 3.2% | 0.2 | -2.8% | 8.7% | -5.6%
COc1ccc(C(C)(NC(C)=O)c2nc(-c3ccc(S(C)(=O)=O)cc3)cs2)cc1 (centres undefined) | -17.8% | -2.2 | -0.5 | 10.8% | -0.9 | 0.4% | -8.7% | 5.7%
Nc1ncnc(Oc2cccc3cccnc23)c1[N+](=O)[O-] | -2.0% | -3.3 | -0.4 | 0.9% | 0.8 | -24.5% | -1.8% | 0.7%
CC1C(=O)N(Cc2cn(Cc3ccco3)nn2)CCS(=O)(=O)N1Cc1ccc(-c2cccnc2)cc1 (centres undefined) | u | u | -0.8 | 2.3% | 0.3 | u | -4.7% | 50.1µM*
Cc1noc(C)c1C(=O)Nc1nnc(CC(C)C)s1 | -8.0% | -5.8 | -1.3 | 0.1% | -2.3 | 4.4% | -5.7% | 0.1%
COc1ccc2c(C)cc(=O)oc2c1OCC(O)CN1CCOCC1 (centres undefined) | -18.3% | -4.7 | -0.2 | 11.3% | 0.8 | 0.5% | 3.6% | -0.8%
C[C@@H]1CCCCO[C@H](CN(C)C(=O)Nc2ccc3c(c2)OCO3)[C@@H](C)CN([C@H](C)CO)C(=O)c2cc(NS(=O)(=O)c3ccc(F)cc3)ccc2O1 | -25.9% | 0.1 | -0.6 | -9.0% | -1.0 | -1.5% | -15.0% | 3.1%
COc1ccc(CN2C(=O)c3ccccc3C(/C=N/OCc3ccc(Cl)cc3)C2=O)cc1 (centres undefined) | -1.1% | 1.1 | -1.8 | 21.7% | -5.2 | -17.2% | 12.1% | -10.7%
O=C1C=C(c2cccc(Cl)c2)C[C@@H](c2ccc3c(c2)OCO3)C1 | -9.4% | 0.1 | -0.5 | 4.6% | -2.0 | -0.2% | 0.9% | -7.9%
CCCN1CN(Cc2ccccc2)CNC1=S | -2.2% | -2.4 | 0.0 | 0.3% | -0.1 | -1.9% | 2.0% | -2.5%
Cc1ccccc1NC(=O)Cc1nc(COC(=O)COc2ccc(C(C)(C)C)cc2)cs1 | -27.7% | 12.9 | -0.7 | 3.8% | 0.0 | -6.7% | 10.5% | -8.6%
CCOc1cc2[nH]c(=S)n(CCN3CCC(C)CC3)c(=O)c2cc1OCC | -2.7% | 0.7 | -1.0 | -3.1% | -6.2 | -8.8% | 2.1% | -1.6%
CN(C)C(CNC(=O)c1ccc2ccccc2c1)c1ccco1 (centres undefined) | -14.9% | 1.2 | 2.2 | -0.3% | -1.9 | -5.6% | 12.3% | -3.2%
C(=C\c1ccccc1)/CN1CCN(C(c2ccnc3ccccc23)c2nnnn2C2CCCC2)CC1 (centres undefined) | -5.0% | -6.7 | -0.7 | 13.9% | 1.2 | 1.0% | 22.1% | -10.2%
COc1cc(/C=N/NC(=O)CCC(=O)NC2CCCCC2)ccc1C | 12.4% | 4.2 | -1.0 | 4.0% | -1.0 | -9.3% | -0.8% | -2.9%
CC(OC(=O)Cn1cc(C(F)(F)F)ccc1=O)C(=O)N(C)c1ccccc1 (centres undefined) | -7.5% | 5.9 | 0.8 | -0.5% | 0.8 | 4.2% | -0.3% | -12.0%
COc1ccc2nc(-c3ccc(Cl)cc3)cc(C(=O)O)c2c1 | -15.0% | -15.5 | 1.6 | -2.5% | 1.9 | -12.6% | 3.5% | -12.2%
COc1ccc(CCNC(=O)c2ccnc(C(C)(C)C)c2)cc1OC | -0.9% | 1.1 | 0.1 | 8.4% | -0.6 | -11.6% | 4.3% | 3.3%
C[C@H](NC(=O)C1CCN(S(=O)(=O)c2ccccc2)CC1)C(=O)NCc1cccc(Cl)c1 | 1.5% | -9.2 | -4.1 | -4.9% | -0.1 | 1.9% | 2.7% | 8.0%
O=C1NC(c2cccs2)Nc2ccccc21 (centres undefined) | -0.9% | -58.0* | -4.0 | 0.1% | 1.3 | 2.67µM* | -4.0% | u
CS(=O)(=O)N(Cc1nc2sc3c(c2c(=O)[nH]1)CCCC3)C1CCCCC1 | -6.0% | -18.3 | -0.4 | -23.2% | -3.6 | -14.3% | 6.2% | -2.4%
Cc1ccsc1/C=C(\C#N)C(=O)Nc1c(C)n(C)n(-c2ccccc2)c1=O | -5.3% | -6.3 | -1.1 | 8.6% | -0.8 | -8.2% | -4.8% | -2.9%
CC(C)(C)C(=O)N1CCN(S(=O)(=O)c2ccc3c(c2)OCCCO3)CC1 | 6.6% | 7.2 | -4.7 | 10.1% | -0.5 | -6.5% | 3.4% | 1.5%
Cn1nc(C(=O)OCC(=O)Nc2ccc(SC(F)F)cc2)c2ccccc2c1=O | -18.5% | -0.8 | -4.8 | 0.2% | -1.3 | -7.4% | 12.6% | -31.5%
COc1ccc(CNC(=O)c2cn(Cc3ccc(S(=O)(=O)N(C)C)cc3)c(=O)s2)cc1 | u | 5.2 | 0.0 | 11.4% | -7.0 | -9.4% | 9.4% | -5.0%[57.1 µM]

As entered above:
In CCT chaperon mod, CC(C)(C)C(=O)N1CCN(S(=O)(=O)c2ccc3c(c2)OCCCO3)CC1 shows -0.5
In PI5P4K alpha inh, C(=C\c1ccccc1)/CN1CCN(C(c2ccnc3ccccc23)c2nnnn2C2CCCC2)CC1 (centres undefined) shows -6.7
In PI5P4K alpha inh, Nc1ncnc(Oc2cccc3cccnc23)c1[N+](=O)[O-] shows -3.3
In CCT chaperon mod, COc1ccc2nc(-c3ccc(Cl)cc3)cc(C(=O)O)c2c1 shows 1.9
In EPAC1 agonist, COc1ccc(C(C)(NC(C)=O)c2nc(-c3ccc(S(C)(=O)=O)cc3)cs2)cc1 (centres undefined) shows -8.7%

(listing goes on)
SMILES | EPAC1 antagonist | PI5P4K alpha inh | IL-2 act | EPAC2 agonist | CCT chaperon mod | PLK1 PBD inh | EPAC1 agonist | WRN helicase inh
CC(=O)Nc1sc2c(c1C#N)CCN(Cc1ccccc1)C2 | 16.2% | 2.3 | -0.3 | 22.0% | -0.3 | -15.8% | 8.7% | 0.6%
Cc1ccc2nc(SC(C)C(=O)NCc3ccco3)[nH]c2c1 (centres undefined) | 7.0% | -10.8 | -0.3 | 7.3% | -0.4 | -8.9% | -0.2% | 6.3%
N#Cc1ccc(-c2ccc(OCC(=O)NCC(=O)Nc3ccc(F)c(F)c3F)cc2)cc1 | -12.3% | 2.1 | -2.5 | -2.7% | -0.9 | -6.1% | -11.7% | -0.1%
CC(C)(C)C(=O)Nc1cc(S(=O)(=O)Nc2ccc(Cl)cc2)ccc1O | -14.3% | -10.5 | 0.7 | 8.7% | -3.5 | -15.9% | -3.6% | 0.0%
COC(=O)[C@@]1(Sc2ccc(C)cc2)CC(=O)N(C(=O)C2CC2)[C@@H]1c1ccccc1 | -14.8% | 8.7 | -0.7 | 3.1% | 3.5 | -5.1% | 9.5% | -2.9%
CC1CN(C(=S)SCC(=O)c2ccccc2)CC(C)O1 (centres undefined) | -12.5% | 3.7 | 0.0 | 2.5% | -2.6 | -6.0% | 1.9% | -30.8%[57.1 µM]
CCc1ccc(-n2nc3cc(C)c(N)cc3n2)cc1 | u | -4.0 | 0.7 | -2.8% | 1.6 | u | 6.7% | -11.4%
Cc1c(F)cccc1NC(=O)CSCC(=O)Nc1ccccc1 | 0.7% | 8.4 | 0.6 | 0.9% | -2.2 | -5.1% | 8.6% | -16.5%
CCN1CCC(N2CCN(c3ccc(Cl)cc3)CC2)CC1 | 0.0% | 0.6 | 0.3 | 8.1% | 0.0 | -5.9% | 11.9% | -0.8%
CS(=O)(=O)N1CCC(C(=O)Nc2cccc(Br)c2)CC1 | -2.8% | -0.8 | -0.5 | 9.9% | -1.9 | -5.5% | 17.9% | -29.1%
CC1=Nc2ccccc2/C1=C\c1nc(-c2ccc(C(F)(F)F)cc2)oc1O | 31.8%[activator] | x | 12.9 | -45.7%[inhibitor] | 1.0 | -8.1% | -54.9%[inhibitor] | u
COc1ccc(OCc2nc(C#N)c(N3CCN(c4ccc(OC)cc4)CC3)o2)cc1 | -5.2% | 0.5 | -2.3 | 5.1% | -0.8 | -1.3% | 5.5% | -3.1%
Cc1ccc(C(=O)ONc2ccc(N=NC(=O)c3ccccc3O)cc2)cc1 | -1.9% | u | 2.2 | 9.0% | -1.0 | u | 3.0% | -35.4%[57.1 µM]
CCCCn1c(SCC(=O)N2CCCC2)nnc1-c1ccccc1 | -19.7% | 0.4 | -2.8 | 0.6% | 1.6 | -6.6% | 0.0% | 10.5%
COC(=O)/C=C1\SC(=NC(=O)c2cccc([N+](=O)[O-])c2)NC1=O | -6.8% | 1.7 | -0.4 | 6.2% | -0.7 | -25.0% | -3.0% | -16.4%
CC(C)C[C@H]1COCCS(=O)(=O)N1Cc1ccccc1F | 8.1% | 4.4 | 0.0 | -5.7% | 0.4 | 3.5% | 2.4% | 1.7%
Cc1ccc(NC(=O)CN(C)C(=O)c2cc(-c3ccccc3)nn2-c2ccccc2)cc1 | -7.5% | 1.0 | -2.9 | 1.2% | -1.4 | 0.4% | 1.4% | -5.0%
COc1ccc(CC(=O)c2ccc(O)cc2O)cc1OC | -2.2% | -7.3 | -0.6 | 4.5% | -38.8* | 0.6% | 10.0% | -3.0%
COC(=O)c1c(NC(=O)Cc2cccs2)sc(C(=O)N2CCCCC2)c1C | 10.7% | x | -1.0 | 8.7% | -1.1 | 3.5% | -0.7% | -11.1%
COc1ccc2cc(C(=O)C3CCCN(Cc4cccc(C)n4)C3)ccc2c1 (centres undefined) | -13.2% | 1.7 | 3.6 | 11.0% | -0.6 | -6.1% | 2.5% | -17.0%

Rewritten with two lines to a compound: entries from further up.
Below each compound – EPAC1 antagonist | PI5P4K alpha inh | IL-2 act | EPAC2 agonist | CCT chaperon mod | PLK1 PBD inh | EPAC1 agonist | WRN helicase inh
Cc1ccc(C(=O)ONc2ccc(N=NC(=O)c3ccccc3O)cc2)cc1
    -1.9% | u | 2.2 | 9.0% | -1.0 | u | 3.0% | -35.4%[57.1 µM]
COC(=O)/C=C1\SC(=NC(=O)c2cccc([N+](=O)[O-])c2)NC1=O
    -6.8% | 1.7 | -0.4 | 6.2% | -0.7 | -25.0% | -3.0% | -16.4%

Source: PubChem
